Screens deposited in PubChem by The Scripps Research Institute Molecular Screening Center.
MITF primary: inhibitors of human MITF; O75030; AlphaScreen MITF homodimerization, bead proximity signal; inhibition, % at 2.6 µM; 0.91% of 650,000 active; in the data active = inhibition above about 50%;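 also: 0% = vehicle wells with protein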
FBW7 act: human FBW7 E3 ligase activation, primary screen; Q969H0; normalized activity (activation), % at 26.1 µM; AID 1259310; 0.13% of 650,000 active; AlphaScreen FBW7–phospho-cyclin E peptide binding, activator screen; in the data active = normalized activity above about 1.9%;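 also: purified mutant Fbw7 with reduced substrate affinity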
Target sequence (Q969H0 whole entry, looked up): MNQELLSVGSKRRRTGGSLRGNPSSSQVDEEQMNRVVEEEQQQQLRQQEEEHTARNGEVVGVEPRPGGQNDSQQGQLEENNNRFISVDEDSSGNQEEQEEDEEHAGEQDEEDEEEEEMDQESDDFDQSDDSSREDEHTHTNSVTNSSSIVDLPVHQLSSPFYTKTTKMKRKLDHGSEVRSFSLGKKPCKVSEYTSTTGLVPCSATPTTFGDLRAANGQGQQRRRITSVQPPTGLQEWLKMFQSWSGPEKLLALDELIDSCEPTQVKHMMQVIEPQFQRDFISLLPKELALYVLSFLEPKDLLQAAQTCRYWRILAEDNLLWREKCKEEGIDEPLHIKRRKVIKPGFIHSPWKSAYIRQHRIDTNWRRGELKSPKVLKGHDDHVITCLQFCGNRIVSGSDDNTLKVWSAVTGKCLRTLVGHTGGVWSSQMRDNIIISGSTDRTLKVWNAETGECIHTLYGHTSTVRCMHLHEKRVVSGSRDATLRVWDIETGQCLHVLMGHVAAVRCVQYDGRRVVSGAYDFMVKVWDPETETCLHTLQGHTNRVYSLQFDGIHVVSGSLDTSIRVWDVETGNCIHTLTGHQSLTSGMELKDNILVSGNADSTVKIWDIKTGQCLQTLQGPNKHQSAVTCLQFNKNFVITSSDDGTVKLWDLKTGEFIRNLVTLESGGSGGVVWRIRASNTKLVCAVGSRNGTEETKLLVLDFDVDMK
TEAD-YAP inh: TEAD-YAP interaction inhibition; inhibition, % at 9.12 µM; 1.4% of 640,000 active; HEK-TIYL cells, TEAD-Gal4/YAP UAS-luciferase luminescence; AID 1259422; in the data active = inhibition above about 32%;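 also: 0% = median of test compound wells and 100% = reference inhibitor wells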
GPR151 activ: activators of human GPR151 | 1% of 650,000 active | activation, % at 11.2 µM | PathHunter beta-arrestin GPR151 cells, luminescence | AID 1508602 | Q8TDV0; in the data active = activation above about 4.9%;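 also: 0% = median of compound wells and 100% = cells with positive control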
Numbers without * were called inactive.

molecule	MITF primary	FBW7 act	TEAD-YAP inh	GPR151 activ
COc1cccc(C(=O)Nc2cc(C)on2)c1OC	5.1	-0.2	-34.2	1.0
Cc1ccc(-n2nnc3c(=O)n(CC(=O)N4CCc5ccccc54)cnc32)cc1C	-5.5	0.0	-2.3	4.7
CC(C)N1CC=C2C(C#N)=C(N)C(C#N)(C#N)C(c3ccsc3)C2C1 (stereo unspecified)	-6.7	-0.4	-0.9	0.2
CC(NC(=O)Cn1c(C2CC2)nc2ccccc21)C1CC2CCC1C2 (stereo unspecified)	5.0	0.3	1.3	-2.4
O=C(Nc1ccc(Cl)cc1Cl)N[C@H]1C[C@H]2C(=O)N[C@@H](CO)C(=O)N2C1	3.3	0.1	-11.1	-0.3
COc1ccc(C=C(C(=O)O)C(=O)O)cc1	13.3	0.1	5.6	-0.6
Cc1cc(CNCc2c(C(=O)N3C[C@@H](C)O[C@@H](C)C3)nc3ccc(Cl)cn23)nn1C	-10.4	0.1	-1.3	0.1
COc1ccc(NC(=O)COc2coc(CN3CCc4ccccc43)cc2=O)c(OC)c1	12.4	-0.1	18.2	2.0
C=CCc1cccc2cc(C(=O)Nc3ccccc3Cl)c(=O)oc12	-8.4	0.8	-7.9	1.6
O=C(N/N=C/c1cc2c(cc1Br)OCO2)c1ccccc1O	-3.5	-0.1	-19.3	2.7
Cn1cnnc1SCCCN1C(=O)c2cccc3cccc(c23)C1=O	11.7	-0.1	-19.8	-0.1
CCOC(=O)C1CCN(S(=O)(=O)c2ccc(OC)c(Br)c2)CC1	8.0	0.2	-7.3	-0.4
CC(C(=O)c1ccccc1)n1nnc2ccccc2c1=O (stereo unspecified)	-14.1	-0.1	-10.7	0.1
CN(C)c1ccc(-c2cnn3ccc(Nc4ccccc4)nc23)cc1	18.1	0.8	-2.6	-1.0
COc1ccc(Cl)cc1S(=O)(=O)N1CCN(CC(=O)Nc2ccc(F)cc2F)CC1	15.2	0.4	-18.7	-0.6
C=CCNC(=O)CCCCCNS(=O)(=O)c1ccc(Br)cc1	13.7	0.1	5.4	-0.5
NC(=O)c1c(NC(=S)NC(=O)c2cccc(F)c2)sc2c1CCCCCC2	15.8	0.0	-10.2	-1.2
Cc1ccc(CN2CCNC(=O)C2CC(=O)NCc2cc(C)n(C)n2)cc1 (stereo unspecified)	17.8	-0.1	12.9	1.8
Fc1ccc(-c2cn3cc(Cl)ccc3n2)cc1	13.7	0.1	36.5*	-8.2
CS(=O)(=O)N(CC(=O)NCc1cccnc1)C1CCCCC1	-17.2	-0.1	-13.6	2.4

Carrying on.
molecule	MITF primary	FBW7 act	TEAD-YAP inh	GPR151 activ
COc1ccc(NC(=O)c2ccco2)cc1NC(=O)c1c(OC)cccc1OC	-2.4	0.7	-0.1	-0.4
CCOc1ccc(NC(=O)CSc2nc3ccsc3c(=O)n2Cc2ccccc2Cl)cc1	-6.4	-0.1	8.9	-1.3
O=C(c1ccco1)N1CCN(C(=O)c2cccn2CC(=O)N2CCc3ccccc32)CC1	-5.1	-0.1	6.1	2.2
Cc1cccc(C(=O)NCC(=O)NNC(=O)CSc2nc3ccccc3s2)c1	9.9	-0.1	4.0	-1.3
N#CC1=C(N)Oc2n[nH]c(C(F)(F)F)c2C1c1cccnc1 (stereo unspecified)	3.3	-0.1	-3.3	-0.1
CC1=NN(c2cccc(Cl)c2)C(=O)/C1=C\c1ccc(Br)c([N+](=O)[O-])c1	-28.0	-0.9	1.3	0.6
O=C(COc1ccc(Cl)cc1)Nc1cc(C(F)(F)F)ccc1Cl	0.6	0.0	-10.8	0.2
COc1ccc(/C(O)=C2\C(=O)C(=O)N(Cc3ccncc3)C2c2ccccc2)cc1 (stereo unspecified)	9.4	0.2	7.6	-0.7
CCCOc1ccc(N2CCN(C(=O)C3CC(=O)N(c4ccc(OC)cc4)C3)CC2)nn1 (stereo unspecified)	-4.0	0.2	12.7	0.9
COc1cc([N+](=O)[O-])cc(/C=C2/C(=O)NC(=O)N(c3ccccc3)C2=O)c1O	4.6	-0.1	8.5	-0.5
C=CCN1C(=O)CC(C(=O)OC)C12CCN(Cc1ccc(C(=O)OC)cc1)CC2 (stereo unspecified)	6.8	0.0	7.2	1.2
Cc1csc(C(C#N)C2=NS(=O)(=O)c3ccccc32)n1 (stereo unspecified)	0.5	0.1	-19.0	-0.2
N#Cc1c(-c2cccnc2)c2c([nH]c1=S)CCCC2	-12.1	-0.1	10.9	1.9
Cc1cccc(NS(=O)(=O)c2cccs2)c1	0.9	0.0	-10.4	0.8
COC(=O)c1cc(OC)c(OC)cc1NC(=O)CC1CCCCC1	8.7	-0.3	-2.1	1.2
Cc1ccc(N(CC(=O)NCC2CCCO2)S(C)(=O)=O)cc1C (stereo unspecified)	13.1	0.0	0.4	0.0
C[C@H](CN)Oc1ncccc1C(=O)Nc1ccc2[nH]ncc2c1	-9.3	-0.1	0.9	5.7*
COc1ccc2cc(C#N)c(SCC(=O)Nc3ccc(N(C)C)cc3)nc2c1	21.1	0.4	0.4	0.8
CCSC1=C(C#N)C(=O)NC(c2ccccc2O)S1 (stereo unspecified)	6.6	0.0	-2.8	-0.1
Cc1ccnc(NCn2cnc3ccccc32)c1	-2.1	1.0	-2.4	-1.1

Rewritten as labelled records: part of the list above
Cc1csc(C(C#N)C2=NS(=O)(=O)c3ccccc32)n1 (stereo unspecified)
- MITF primary = 0.5
- FBW7 act = 0.1
- TEAD-YAP inh = -19.0
- GPR151 activ = -0.2

N#Cc1c(-c2cccnc2)c2c([nH]c1=S)CCCC2
- MITF primary = -12.1
- FBW7 act = -0.1
- TEAD-YAP inh = 10.9
- GPR151 activ = 1.9

Cc1cccc(NS(=O)(=O)c2cccs2)c1
- MITF primary = 0.9
- FBW7 act = 0.0
- TEAD-YAP inh = -10.4
- GPR151 activ = 0.8

The list continues.
molecule	MITF primary	FBW7 act	TEAD-YAP inh	GPR151 activ
CN(C)c1cccc(C(=O)N/N=C/c2cn(CC(=O)N3CCOCC3)c3ccccc23)c1	11.6	0.0	-43.0	-0.3
CCC1CN(C(=O)COc2ccc(C(C)=O)cc2)Cc2ccc(Cl)cc2O1 (stereo unspecified)	-16.6	0.1	-7.1	-0.8
CCc1nnc(NC(=O)c2cc(S(=O)(=O)N(CC)CC)ccc2Cl)s1	3.7	0.0	0.7	0.3
Cc1cc(C)c(S(=O)(=O)NCC2CCC(C(=O)N3CCCC3)CC2)c(C)c1 (stereo unspecified)	-3.7	0.0	-7.0	1.0
OCCNCCOc1cccc(Cl)c1	23.1	-0.2	5.2	0.3
CCN(CC)C(=O)C1CCCN(c2cc(Nc3ccc(N4CCOCC4)cc3)ncn2)C1 (stereo unspecified)	3.8	-0.1	0.3	1.7
O=C(c1cccc(Cl)c1)N1CCN(c2ccc(-c3cccnc3)nn2)CC1	-1.8	0.2	-3.7	-0.6
Cc1cc(C)nc(SCC(=O)N2c3ccccc3C(C)(c3ccccc3)CC2(C)C)n1 (stereo unspecified)	-7.5	0.1	-3.2	0.5
CCOC(=O)C1=C(N)N(c2ccc(OC)cc2)C2=C(C(=O)CC(C)(C)C2)C1c1cc(OC)c(OC)c(OC)c1 (stereo unspecified)	6.1	0.5	5.3	1.4
Cc1ccc(C2CC(C(F)(F)F)n3nc(C(=O)Nc4cc(Cl)ccc4C)cc3N2)cc1 (stereo unspecified)	2.1	0.0	-6.1	-1.3
O=C(c1cccc(NS(=O)(=O)c2ccc(Br)cc2)c1)N1CCC2(CC1)OCCO2	11.3	-0.3	-0.1	2.6
Cc1ccc(C)c(N2CCN(CCCNC(=O)Cn3ncc4ccccc43)CC2)c1	-9.1	0.1	1.9	-0.5
COc1ccccc1NC(=S)c1ccccn1	18.4	-0.2	-38.3	1.3
CCCCN(C)CCN1C(=O)C2C(C(=O)Nc3ccc(Cl)c(Cl)c3)C3C=CC2(O3)C1C(=O)NC1CCCCC1 (stereo unspecified)	9.8	0.4	-2.3	-1.0
C=CCOc1ccc(CN2CCCCC2)cc1	-1.9	0.8	1.5	0.4
CC1CCC(NC(=O)CSCc2cc(C(=O)C(F)(F)F)n(C)c2)CC1 (stereo unspecified)	3.1	0.1	-11.0	2.2
Nc1c(Cl)cc(Cl)cc1C(=O)OCC(=O)N1CCOCC1	19.0	0.5	-9.0	-1.3
O=C(/C=C/c1ccc([N+](=O)[O-])cc1)Nc1cccc(C(=O)c2ccc(F)cc2)c1	5.7	-0.1	37.9*	1.7
COc1cccc(OCC(=O)NCc2ccncc2)c1	-1.2	0.7	-1.8	-0.6
CCOC(=O)CSc1nc2cc(C(=O)NCc3cccc(Cl)c3)ccc2c(=O)n1CCc1ccccc1	-13.2	0.0	-1.3	1.0

New compounds follow:
molecule	MITF primary	FBW7 act	TEAD-YAP inh	GPR151 activ
Cn1nnc2c(N3CCN(C(=O)COc4ccc5ccccc5c4)CC3)ncnc21	8.2	0.2	3.4	5.1*
CCN1C(=O)/C(=C\N(C)C)S/C1=N/S(=O)(=O)c1ccc(C)cc1	1.2	0.1	2.6	0.1
CCOc1ccccc1C1C(C#N)=C(N)Oc2cc(C)n(Cc3ccccn3)c(=O)c21 (stereo unspecified)	1.6	0.1	3.1	-0.4
O=C(CN1C(=O)CN(c2ccccc2)C1=O)Nc1ccccc1[N+](=O)[O-]	24.0	-0.1	-4.2	1.1
COc1ccc(NC(=O)c2c(-c3ccccc3)noc2C)cc1	-2.4	0.1	9.0	-0.2
CC(=O)Nc1ccc2c(c1)OCCOCCOc1ccccc1OCCOCCO2	34.5	-0.1	10.5	0.2
CCOC(=O)c1cc2cnccc2nc1-c1ccc(C(F)(F)F)cc1	1.6	-0.2	-1.5	-1.7
O=C(CCC1CCCN(C(=O)c2cc3ccccc3[nH]2)C1)N1CCN(c2ccccn2)CC1 (stereo unspecified)	-23.0	0.2	-4.8	0.6
Cc1cc(C)nc(NC(=O)COc2ccc3ccccc3c2)c1	0.8	-0.1	-8.5	-0.3
COC(=O)c1ccc(N2C(=O)CC(Sc3n[nH]c(C)n3)C2=O)cc1 (stereo unspecified)	2.2	-0.1	1.4	-0.7
Cc1ccc(NS(=O)(=O)c2ccccc2[N+](=O)[O-])cc1S(=O)(=O)N1CCCCC1	-15.3	0.1	-0.5	-0.5
CCCc1cc2c(=O)c(-c3csc(C)n3)coc2cc1O	-9.3	0.1	-15.1	0.2
NC(=O)CC1C(=O)N(c2ccc(Cl)cc2)C(=S)N1NC(=O)c1cccc(F)c1 (stereo unspecified)	-3.0	-0.1	-12.4	0.8
CS(=O)(=O)CCC(C(=O)O)N1C(=O)c2ccc(C(=O)O)cc2C1=O (stereo unspecified)	8.0	0.1	-2.9	1.6
O=S(=O)(NCc1csc(-c2cccs2)n1)c1ccc(Oc2ccccc2)nc1	7.2	1.2	-1.4	-1.2
CSc1ccc(S(=O)(=O)Nc2ccccc2SC)cc1	15.2	1.0	-8.2	-0.3
CCC(C)N(C(=O)c1cc2ccccc2oc1=O)C(C)CC (stereo unspecified)	-3.1	-0.1	4.8	1.1
COc1ncc(-c2nccnc2N[C@@H](C)c2ccccc2)c(OC)n1	3.7	-0.1	-0.8	0.4
O=S(=O)(c1cccc(F)c1)N1CCC(n2nnc3cc(C(F)(F)F)ccc32)CC1	-8.5	-0.3	2.0	3.8
N/N=C/C1=C(N2CCOCC2)C(=C\c2ccccc2)/CC1	-0.1	0.0	1.6	1.0

Additional records.
molecule	MITF primary	FBW7 act	TEAD-YAP inh	GPR151 activ
CCCCCSc1nnc2n(Cc3ccc(OC)cc3)c(=O)c3c(n12)-c1ccccc1CC31CCCCC1	-8.5	0.0	-0.7	-0.2
O=C(NC1CC1)c1ccnc(-c2ccc(N3CCOCC3)nc2)c1	16.4	0.3	-16.9	-0.7
O=C(O)CN1C(=O)/C(=C\c2cccs2)SC1=S	1.4	-0.3	1.6	-0.9
COCCNC(=O)C(=O)N/N=C(\C)CC(=O)Nc1cccc(C)n1	-3.5	0.0	6.0	0.5
CCc1c(C)nc2ncnn2c1N1CCCC(C(=O)NCc2ccco2)C1 (stereo unspecified)	4.5	-0.1	-5.5	0.6
O=c1c2ccccc2nc(-c2ccccc2F)n1Cc1cccc(Br)c1	9.5	0.1	-9.6	0.8
Cc1cccc(C(=O)N(CCN2C(=O)c3ccccc3C2=O)c2cccc3ccccc23)c1	-0.6	-0.1	4.2	2.4
O=C(NCc1ccccc1)N1CCN2C(=O)[C@H]3CCCN3C(=O)[C@H]2C1	76.3*	-0.2	11.2	-0.7
C=CCOc1ccc(/C=C2\C(=O)C(C(=O)OC)=C(C)N2c2ccc(C)c(C)c2)cc1	-1.2	-0.1	-22.4	1.7
COC(=O)C1=C(C)NC(=O)CC1c1c(Cl)cccc1Cl (stereo unspecified)	7.6	-0.1	-1.0	0.0
CCOC(=O)C1C(c2cc(OC)c(OC)c(OC)c2)NC(=S)NC1(O)C(F)(F)F (stereo unspecified)	9.2	0.1	7.9	-0.6
O=C(Cn1nnc(-c2ccc(N3CCOCC3)cc2)n1)NCc1cccs1	11.3	0.4	19.8	-1.4
CN=C(Nc1ccc2c(c1)OCO2)SC1CC(=O)N(c2ccc(C(=O)O)cc2)C1=O (stereo unspecified)	0.5	-0.6	1.9	0.5
Nc1ccccc1NC1=CC(=O)CC(c2ccco2)C1 (stereo unspecified)	-10.2	0.4	-61.9	-2.2
CCOC(=O)CSc1nc2ccccc2c(=O)n1CC1CCC(C(=O)NCC2CCCO2)CC1 (stereo unspecified)	0.0	-0.1	0.1	-0.3
C/C(=N/NC(=O)c1ccco1)c1ccc(Br)cc1	21.8	0.1	-43.4	-2.8
